Mtb FBA inh: Mtb FBA enzyme inhibitors, primary screen, biochemical, fluorescence, strain H37Rv; AID 588726, 2011; purified M. tuberculosis FBA, fluorescence read-out; inhibition, % at 1 µM; Fructose-bisphosphate aldolase (Mycobacterium tuberculosis (strain ATCC 25618 / H37Rv)), …; hit rate 2.3% among 360,000; in the data active = inhibition above about 27%;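 note: 0% = vehicle and 100% = reference inhibitor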
Target sequence (P9WQA3 whole entry, looked up): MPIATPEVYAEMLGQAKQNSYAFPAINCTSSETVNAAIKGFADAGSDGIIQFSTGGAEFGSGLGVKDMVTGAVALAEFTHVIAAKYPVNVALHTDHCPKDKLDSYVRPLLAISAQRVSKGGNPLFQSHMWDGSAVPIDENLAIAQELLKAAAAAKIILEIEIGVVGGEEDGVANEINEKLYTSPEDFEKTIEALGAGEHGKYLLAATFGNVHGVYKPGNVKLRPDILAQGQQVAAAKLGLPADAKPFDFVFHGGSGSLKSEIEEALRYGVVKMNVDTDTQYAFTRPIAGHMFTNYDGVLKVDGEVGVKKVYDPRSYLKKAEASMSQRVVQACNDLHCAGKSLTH
UGM FP inh: M. tuberculosis UGM enzyme inhibitors, primary screen, biochemical, fluorescence polarization, single point | UDP-galactopyranose mutase (Mycobacterium tuberculosis (strain ATCC 25618 / H37Rv)), … | purified UGM, fluorescence polarization probe displacement | inhibition, % at 10 µM | hit rate 0.06% among 320,000 | AID 504406, 2011; in the data active = inhibition above about 10%, passing the limit was not always enough
Target sequence (P9WIQ1 whole entry, looked up): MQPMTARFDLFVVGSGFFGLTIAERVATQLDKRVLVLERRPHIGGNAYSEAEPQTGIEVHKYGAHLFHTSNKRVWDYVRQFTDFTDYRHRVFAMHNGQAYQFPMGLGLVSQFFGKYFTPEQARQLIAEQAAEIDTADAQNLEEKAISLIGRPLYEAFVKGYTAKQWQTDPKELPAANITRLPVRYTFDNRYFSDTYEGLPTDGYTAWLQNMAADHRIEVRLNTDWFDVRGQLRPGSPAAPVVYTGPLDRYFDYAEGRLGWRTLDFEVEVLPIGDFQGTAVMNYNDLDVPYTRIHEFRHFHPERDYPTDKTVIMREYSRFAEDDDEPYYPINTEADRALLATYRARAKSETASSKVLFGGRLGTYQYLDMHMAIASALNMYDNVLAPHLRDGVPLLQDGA
BH1578 lux ind: inducers of Vibrio cholerae quorum light production without autoinducers, primary screen, BH1578 luxS cqsA deficient, single point; V. cholerae BH1578 lux reporter, luminescence, 6 h; activation, % at 18.7 µM; hit rate 0.16% among 350,000; AID 588436, 2011; in the data active = activation mostly above about 9.7%, no sharp cut-off; note: not every result past the cut was called active; inactives centre near 0; reference of the scale not given here
FadD28 FP inh: inhibitors of FadD28 bisubstrate probe binding, primary screen, biochemical, fluorescence polarization, single point. inhibition, % at 12.5 µM. hit rate 0.22% among 360,000; in the data active = inhibition above about 8.5%, passing the limit was not always enough
GDH-TPI inh: GDH-TPI coupling enzyme inhibitors, primary screen, artefact control for M. tuberculosis FBA inhibitor project, biochemical, absorbance, full deck; inhibition, % at 4.8 µM; hit rate 1.2% among 360,000; GDH-TPI coupled enzyme counterscreen, NADH absorbance; in the data active = inhibition above about 30%;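 note: 0% = DMSO wells and 100% = wells lacking the enzyme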
PfHsp40 rescue: rescue of yeast from PfHsp40 toxicity, primary screen, S. cerevisiae, ATP luminescence. S. cerevisiae expressing PfHsp40, growth rescue. growth rescue, % at 12.5 µM. hit rate 0.68% among 340,000. AID 504582, 2011; in the data active = growth rescue above about 28%, passing the limit was not always enough;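 note: yeast W303a lacking pdr1 and pdr3 grown in galactose medium; growth measured after three days at 30 °C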
Y pestis TopoI: Yersinia pestis topoisomerase I inhibitors, primary screen, biochemical, cleavage product accumulation, plate reader, single point; AID 504884, 2011; Y. pestis Topo-I cleavage product accumulation; DNA topoisomerase I (Yersinia pestis CO92); activity, % at 10 µM; hit rate 0.064% among 360,000; in the data active = activity above about 50%, passing the limit was not always enough; note: inactives centre near 2
Mtb BioA inh: M. tuberculosis BioA enzyme inhibitors, primary screen, biochemical, plate reader, single point, HTS; hit rate 0.096% among 360,000; purified M. tuberculosis BioA enzyme; inhibition, % at 9.99 µM; 7,8-diaminopelargonic acid synthase BioA (Mycobacterium tuberculosis); AID 602481, 2012; in the data active = inhibition above about 40%
TcdB inh: TcdB glycohydrolase inhibitors, primary screen, biochemical, single point, plate reader; Toxin B (Clostridioides difficile), P18177; TcdB glycohydrolase enzymatic assay; inhibition, % at 9.99 µM; hit rate 0.24% among 350,000; AID 652162, 2013; in the data active = inhibition above about 10%
Active calls of the source: *.

Results for Cc1ccc(N(CC(O)CN2CCOCC2)S(=O)(=O)c2ccc([N+](=O)[O-])cc2)cc1 (stereo unspecified) ?
Mtb FBA inh: 1; UGM FP inh: 3.2; BH1578 lux ind: -0.6; GDH-TPI inh: 2; PfHsp40 rescue: -0.1; Y pestis TopoI: 1; Mtb BioA inh: -0.3; TcdB inh: -0.5

Results for O=C(NC1CC1)C1=C[C@H](C2CCCCC2)C[C@H](OCCCCO)O1 ?
Mtb FBA inh: 1; UGM FP inh: 2.0; BH1578 lux ind: inactive; FadD28 FP inh: 2.3; GDH-TPI inh: 11; PfHsp40 rescue: 1.3; Y pestis TopoI: 15; Mtb BioA inh: -0.8; TcdB inh: -2.3

Results for Cc1nn(Cc2ccc(Cl)cc2Cl)c(C)c1NC(=O)c1nc2n(n1)C(C(F)F)CC(C)N2 (stereo unspecified) ?
Mtb FBA inh: -2; FadD28 FP inh: -2.2; GDH-TPI inh: 9; PfHsp40 rescue: -0.1; Y pestis TopoI: 4; Mtb BioA inh: 0.0

What do the screens show for `Cc1ccc(-c2nnc(N)o2)cc1`?
Mtb FBA inh: 5; UGM FP inh: 1.1; BH1578 lux ind: inactive; FadD28 FP inh: 0.3; GDH-TPI inh: 6; PfHsp40 rescue: 0.1; Y pestis TopoI: 0

Results for COc1cccc(C(=O)c2c[nH]c(C(=O)NCc3ccco3)c2)c1 ?
Mtb FBA inh: 4; UGM FP inh: -0.8; BH1578 lux ind: inactive; FadD28 FP inh: -3.0; GDH-TPI inh: -1; PfHsp40 rescue: 0.7; Y pestis TopoI: 6; Mtb BioA inh: -1.0

Results for CC(=O)Nc1ccc(N2C(=O)c3ccc(S(=O)(=O)c4ccc(C(=O)O)cc4)cc3C2=O)cc1 ?
Mtb FBA inh: 4; UGM FP inh: 0.5; BH1578 lux ind: inactive; FadD28 FP inh: 1.2; GDH-TPI inh: 6; PfHsp40 rescue: 0.5; Y pestis TopoI: -6; Mtb BioA inh: -1.6; TcdB inh: 0.5

What do the screens show for `COC(=O)CSC1=C(C#N)C(c2ccc(C(C)C)cc2)CC(=O)N1` (stereo unspecified)?
Mtb FBA inh: -3; UGM FP inh: -0.7; BH1578 lux ind: -0.1; FadD28 FP inh: -0.4; GDH-TPI inh: -9; PfHsp40 rescue: -0.2; Y pestis TopoI: 9; Mtb BioA inh: 0.8; TcdB inh: 0.3

What do the screens show for `Cc1ccc(CNC(=O)CCS(=O)(=O)c2ccc3c(c2)oc(=O)n3C)cc1`?
Mtb FBA inh: 3; UGM FP inh: 0.3; BH1578 lux ind: -0.5; FadD28 FP inh: -1.4; GDH-TPI inh: 2; PfHsp40 rescue: 0.0; Y pestis TopoI: -7; Mtb BioA inh: -6.4; TcdB inh: 1.2

What do the screens show for `C=CCN1C(=O)CSc2ccc(C(=O)NCCC3=CCCCC3)cc21`?
Mtb FBA inh: 0; UGM FP inh: 0.3; BH1578 lux ind: -0.4; FadD28 FP inh: -2.5; GDH-TPI inh: 7; PfHsp40 rescue: 0.2; Y pestis TopoI: 33; Mtb BioA inh: 4.1

Results for NC(=O)c1ncn([C@@H]2O[C@H](CNC(=O)[C@@H](N)Cc3cccnc3)[C@@H](O)[C@H]2O)n1 ?
Mtb FBA inh: -4; BH1578 lux ind: -0.5; FadD28 FP inh: -3.1; GDH-TPI inh: 5; PfHsp40 rescue: -0.9; Y pestis TopoI: -5; Mtb BioA inh: -2.1; TcdB inh: 0.8

How did COC(=O)COc1ccc2c(=O)c(-c3ccccc3)coc2c1 do in these assays?
Mtb FBA inh: 2; UGM FP inh: -1.0; BH1578 lux ind: -0.5; FadD28 FP inh: -1.1; GDH-TPI inh: -11; PfHsp40 rescue: -0.9; Y pestis TopoI: 1; Mtb BioA inh: 2.7; TcdB inh: 1.3

Results for O=C(Nc1c(Br)cc2c(c1Br)Cc1ccccc1-2)C(Cl)Cl ?
Mtb FBA inh: -3; BH1578 lux ind: inactive; FadD28 FP inh: -3.4; GDH-TPI inh: 5; PfHsp40 rescue: -1.4; Y pestis TopoI: -2; TcdB inh: 0.4

How did CC1CCC/C(=N\NC(=S)Nc2ccccc2)C1 (stereo unspecified) do in these assays?
Mtb FBA inh: 1; UGM FP inh: -1.9; BH1578 lux ind: -0.4; FadD28 FP inh: -2.6; GDH-TPI inh: 2; PfHsp40 rescue: 0.0; Y pestis TopoI: -5; Mtb BioA inh: 0.4

What do the screens show for `COc1cc2cccc(OC)c(=O)c2c(OC)c1OC`?
Mtb FBA inh: 2; UGM FP inh: 5.1; BH1578 lux ind: -0.4; FadD28 FP inh: -0.9; GDH-TPI inh: 7; PfHsp40 rescue: -1.3; Y pestis TopoI: -2; Mtb BioA inh: 1.2; TcdB inh: -0.9

How did O=S(=O)(Nc1ccc(-c2ccc3nncn3n2)cc1)c1ccc(Cl)s1 do in these assays?
Mtb FBA inh: 11; UGM FP inh: -0.3; BH1578 lux ind: 160*; FadD28 FP inh: -3.8; GDH-TPI inh: 20; PfHsp40 rescue: 0.3; Y pestis TopoI: 5; TcdB inh: 2.3

What do the screens show for `CCCN(C(=O)c1cccs1)c1nnc(-c2ccncc2)s1`?
Mtb FBA inh: -1; UGM FP inh: -0.4; BH1578 lux ind: -0.3; FadD28 FP inh: -3.6; GDH-TPI inh: 10; PfHsp40 rescue: -1.2; Y pestis TopoI: -9; Mtb BioA inh: -0.4

What do the screens show for `CCCCCCCCCCCNC(=O)c1ccoc1C`?
Mtb FBA inh: 3; UGM FP inh: 3.0; BH1578 lux ind: 3.1; FadD28 FP inh: 1.9; GDH-TPI inh: 9; PfHsp40 rescue: 0.7; Y pestis TopoI: 14; Mtb BioA inh: 0.2

Results for CCOCCCNCc1cccc(OCc2ccc(F)cc2)c1 ?
Mtb FBA inh: 1; UGM FP inh: 8.6; BH1578 lux ind: inactive; FadD28 FP inh: -2.1; GDH-TPI inh: 3; PfHsp40 rescue: -1.1; Y pestis TopoI: -4; TcdB inh: -0.3

What do the screens show for `OCC1OC(n2ccc3c2ncn2ncnc32)C(O)C1O` (stereo unspecified)?
Mtb FBA inh: 5; BH1578 lux ind: 0.7; FadD28 FP inh: -0.1; GDH-TPI inh: 6; Y pestis TopoI: 0; Mtb BioA inh: -0.5; TcdB inh: 1.4

Results for CSc1cc(SC)ncn1 ?
Mtb FBA inh: 0; BH1578 lux ind: inactive; FadD28 FP inh: -0.7; GDH-TPI inh: 1; PfHsp40 rescue: -1.1; Y pestis TopoI: 8; Mtb BioA inh: -1.0; TcdB inh: 1.9

Overlap with the part before: 2 entries, followed by the next part.
What do the screens show for `OCC1OC(n2ccc3c2ncn2ncnc32)C(O)C1O` (stereo unspecified)?
Mtb FBA inh: 5; BH1578 lux ind: 0.7; FadD28 FP inh: -0.1; GDH-TPI inh: 6; Y pestis TopoI: 0; Mtb BioA inh: -0.5; TcdB inh: 1.4

Results for CSc1cc(SC)ncn1 ?
Mtb FBA inh: 0; BH1578 lux ind: inactive; FadD28 FP inh: -0.7; GDH-TPI inh: 1; PfHsp40 rescue: -1.1; Y pestis TopoI: 8; Mtb BioA inh: -1.0; TcdB inh: 1.9

What do the screens show for `COc1ccc(CCN(C)C(=O)COc2ccc(C(=O)c3ccccc3)cc2)cc1OC`?
Mtb FBA inh: -1; UGM FP inh: 1.6; BH1578 lux ind: -2.8; FadD28 FP inh: -1.7; GDH-TPI inh: 3; PfHsp40 rescue: -1.0; Y pestis TopoI: 29; Mtb BioA inh: 1.8; TcdB inh: 0.5

Results for C=CCC1CCCCC1=C(C#N)c1ccccc1 (stereo unspecified) ?
Mtb FBA inh: 0; BH1578 lux ind: -1.1; FadD28 FP inh: -1.6; GDH-TPI inh: 0; Y pestis TopoI: 1; Mtb BioA inh: -0.3; TcdB inh: 1.8

How did COc1ccc(C2/C(=C(\O)c3ccc(OC)c(Cl)c3)C(=O)C(=O)N2CCN(C)C)cc1 (stereo unspecified) do in these assays?
Mtb FBA inh: 4; UGM FP inh: 0.6; BH1578 lux ind: -0.3; FadD28 FP inh: -3.2; GDH-TPI inh: 10; PfHsp40 rescue: -1.3; Y pestis TopoI: -11; Mtb BioA inh: -1.8

Results for Cc1ccc(-n2c(-c3ccncc3)n[nH]c2=S)c(C)c1 ?
Mtb FBA inh: 0; UGM FP inh: 1.5; BH1578 lux ind: inactive; FadD28 FP inh: -0.3; GDH-TPI inh: 13; PfHsp40 rescue: -1.3; Y pestis TopoI: 1; TcdB inh: -0.3

How did O=C(OCc1ccc2c(c1)OCO2)c1ccc(S(=O)(=O)N2CCCCC2)cc1 do in these assays?
Mtb FBA inh: 4; UGM FP inh: -0.6; BH1578 lux ind: -0.1; FadD28 FP inh: -3.6; GDH-TPI inh: 1; PfHsp40 rescue: -0.5; Y pestis TopoI: 24

How did CNC(=S)N/N=C(\C)c1ccc(-n2ccnc2)cc1 do in these assays?
Mtb FBA inh: 0; UGM FP inh: -2.6; BH1578 lux ind: -0.6; FadD28 FP inh: -1.8; GDH-TPI inh: 8; PfHsp40 rescue: 0.0; Y pestis TopoI: -8; Mtb BioA inh: 1.3

Results for O=S(=O)(NCCc1ccc(Cl)cc1)c1cccs1 ?
Mtb FBA inh: 0; UGM FP inh: 0.8; BH1578 lux ind: -0.4; FadD28 FP inh: -6.2; GDH-TPI inh: -3; PfHsp40 rescue: -0.3; Y pestis TopoI: 7; Mtb BioA inh: 0.4; TcdB inh: 0.4

What do the screens show for `COc1cc(NC(=O)c2ccc(OC)c([N+](=O)[O-])c2)ccc1NC(=O)c1ccco1`?
Mtb FBA inh: 2; UGM FP inh: -1.1; BH1578 lux ind: -0.7; FadD28 FP inh: -2.1; GDH-TPI inh: 15; PfHsp40 rescue: -0.5; Y pestis TopoI: -2; Mtb BioA inh: -0.7; TcdB inh: 4.0

What do the screens show for `Cc1ccc2nsnc2c1S(=O)(=O)NCc1ccc2c(c1)OCO2`?
Mtb FBA inh: 3; UGM FP inh: 1.5; BH1578 lux ind: -0.2; FadD28 FP inh: -2.9; GDH-TPI inh: 7; PfHsp40 rescue: -2.6; Y pestis TopoI: -2; Mtb BioA inh: 1.1

Results for Nc1ccc2nc(NC(=O)C3CCCCC3)sc2c1 ?
Mtb FBA inh: 3; UGM FP inh: 0.2; BH1578 lux ind: inactive; FadD28 FP inh: -0.4; GDH-TPI inh: 13; PfHsp40 rescue: -0.4; Y pestis TopoI: -4; Mtb BioA inh: -0.8; TcdB inh: 2.0

How did O=c1[nH]nc(-c2n[nH]c(=O)o2)o1 do in these assays?
Mtb FBA inh: -1; FadD28 FP inh: -1.0; GDH-TPI inh: 10; PfHsp40 rescue: 2.7; Y pestis TopoI: 1; TcdB inh: 0.1

What do the screens show for `CCC1C(=O)N=C(SCC(=O)Nc2ccccc2)NC1=O` (stereo unspecified)?
Mtb FBA inh: 2; UGM FP inh: 1.9; BH1578 lux ind: 3.4; FadD28 FP inh: -0.1; GDH-TPI inh: -10; PfHsp40 rescue: -1.4; Y pestis TopoI: -3; Mtb BioA inh: -0.3

How did CCOC(=O)c1c(CN2CCCCC2)n(C)c2cc(Br)c(O)cc12 do in these assays?
Mtb FBA inh: 3; UGM FP inh: 2.1; BH1578 lux ind: -0.2; FadD28 FP inh: -1.7; GDH-TPI inh: 2; PfHsp40 rescue: 0.1; Y pestis TopoI: -4; Mtb BioA inh: 3.7

What do the screens show for `Cc1ccc(C(=O)N2CCOCC2)cc1S(=O)(=O)N1CCOCC1`?
Mtb FBA inh: -1; UGM FP inh: 2.5; BH1578 lux ind: -0.6; FadD28 FP inh: -1.6; GDH-TPI inh: -6; PfHsp40 rescue: -0.8; Y pestis TopoI: 3; Mtb BioA inh: -0.9; TcdB inh: 0.9
